All columns: NCI-60 one-dose screen, growth in % after 48 h at 10 µM unless noted; 100 = growth as untreated, 0 = no growth, -100 = all killed.
NCI/ADR-RES – NCI/ADR-RES ovarian cells. actives 4.4% (n = 81,000). AID 1794790
OVCAR-3 – OVCAR-3 ovarian cancer; actives 7% (n = 79,000); AID 1794787
SN12C – SN12C renal cancer cells; AID 1794767; actives 3.8% (n = 81,000)
NCI-H23 – NCI-H23 lung cancer; actives 4% (n = 80,000)
OVCAR-5 – OVCAR-5 ovarian cancer | actives 2.9% (n = 82,000)
SK-OV-3 – SK-OV-3 ovarian cancer cells. actives 3.2% (n = 80,000)
IGROV1 – IGROV1 ovarian cancer | actives 4.7% (n = 79,000)
NCI-H226 – NCI-H226 lung cancer; actives 3.5% (n = 79,000); AID 1794732
OVCAR-4 – OVCAR-4 ovarian cancer cells; actives 3.7% (n = 80,000)
* hit, by the source's call; nt = no result given; & = joins results of further samples. Rule for the calls: active = growth percent below 10; inactive = the rest.

Results follow in this order: NCI/ADR-RES	OVCAR-3	SN12C	NCI-H23	OVCAR-5	SK-OV-3	IGROV1	NCI-H226	OVCAR-4
NC(N)=NS(=O)(=O)c1ccc(NCc2nc3ccccc3c(=O)[nH]2)cc1
  102	103	106	nt	87	100	102	95	116
CCn1nccc1-c1ccc2c(c1)COC2(CCCN(C)C)c1ccc(F)cc1 (stereo not given)
  97	119	90	98	98	107	101	90	93
CCC(=O)Cc1cccnc1
  103	107	103	98	110	109	102	87	111
CC1C(=O)OC2C1CCC1(C)C3(C)C(=O)C=CC213 (stereo not given)
  101	108	98	91	98	93	111	91	nt
CCOP(=O)(OCC)c1nc(-c2ccccc2)oc1NCCC(=O)O
  112	113	97	104	101	106	99	108	110
O=C(O)c1cc2c(cc1Br)OCO2
  108	111	nt	110	105	103	106	106	106
C=C(C)[C@@H]1CC[C@]2(C(=O)OC)CC[C@]3(C)[C@H](CC[C@@H]4[C@@]5(C)C/C(=C/c6ccccc6)C(=O)C(C)(C)[C@@H]5CC[C@]43C)[C@@H]12
  98	99	96	97	98	105	94	107	99
Cc1cc[n+](CCCC[n+]2ccc(C)cc2)cc1
  98	106	97	96	104	116	100	99	114
N=C(N)N=Nc1cc(O)c(NN=C(N)N)cc1O
  104	104	105	103	107	117	105	101	103
NC(=O)c1cccc(NC(=O)c2ccco2)c1
  94	102	105	92	111	122	111	110	103
CC(C)(C)c1cc(N(C(=O)c2cnco2)C2CCCC2)cc(C(C)(C)C)c1O
  44	68	64	70	90	76	77	67	61
N#Cc1nc(-c2ccccc2)oc1N1CCN(CCc2ccncc2)CC1
  91	107	104	95	78	106	98	88	89
C[C@H]1N[C@@]2(C(=O)Nc3ccccc32)[C@@H](c2ccc(F)cc2)[C@@H]1C(=O)c1ccc(O)cc1
  101	116	95	102	102	113	86	91	98
NC(N)=NS(=O)(=O)c1ccc(N=C2C(=O)Nc3ccccc32)cc1
  106	90	99	100	108	100	96	99	102
COc1cc(C(=O)c2sc3nc4c(cc3c2N)CCCC4)cc(OC)c1OC
  99	103	109	93	117	96	101	102	104
Fc1cccc(COc2cccnc2NC(=S)Nc2cccc(Cl)c2)c1
  91	99	92	87	88	97	85	93	80
O=C(c1cc(-c2cccnc2)nc2ccccc12)N1CCCCC1
  113	102	104	85	96	97	nt	104	105
O=C1CCC(Nc2ccc([N+](=O)[O-])cc2)N1 (stereo not given)
  100	100	95	104	92	102	96	105	95
CC(C)(C)c1ccc(C(=O)Nc2nc3ccccc3s2)cc1
  101	99	101	98	105	109	97	100	91
COc1cc2oc(-c3ccc(NC(=O)c4ccc(C)cc4)cc3)cc(=O)c2c(OC)c1OC
  95	101	101	101	99	117	98	103	102
CC(C)C1=NOC(=O)C1=Cc1cn(-c2ccccc2)nc1-c1ccc(Br)cc1
  101	85	85	86	100	100	72	94	99
Cc1ccc2c(c1)nc1c3ccccc3nc(-c3ccccc3N)n21
  113	117	87	107	105	92	93	97	124
CCC(C(N)=O)c1ccccc1 (stereo not given)
  103	101	103	99	101	104	111	90	100
CC(=O)Oc1ccc(/C(C)=N/NC(=O)C(C)SC(C)C(=O)N/N=C(\C)c2ccc(OC(C)=O)cc2)cc1 (stereo not given)
  100	103	93	103	102	100	96	96	110
CO[C@@H]1[C@@H](OC)N(C(=O)c2ccccc2)C(=O)N1C(=O)c1ccccc1
  98	117	90	100	96	96	100	119	90
Cc1ccc2c(ccc3c[n+]4c5ccccc5ccc4n32)c1
  70	-43*	5.3*	10	48	0.4*	27	7.5*	-35*
N#Cc1ccc2c(c1)Oc1ccccc1C1=NCCN12
  103	110	nt	97	99	93	83	89	99
O=C(Nc1ccc([N+](=O)[O-])cc1)C(=O)Nc1ccc([N+](=O)[O-])cc1
  105	103	102	100	102	93	105	97	121
CCOS(=O)(=O)c1c(C(C)C)cc(C(C)C)cc1C(C)C
  103	103	98	98	91	108	94	100	120
COc1cccc(-c2nc3sccn3c2-c2ccnc(NCCCNS(=O)(=O)c3ccc(Cl)cc3)c2)c1
  27	51	41	54	91	75	42	42	43

Next part, overlapping the part above by six compounds.
Results follow in this order: NCI/ADR-RES	OVCAR-3	SN12C	NCI-H23	OVCAR-5	SK-OV-3	IGROV1	NCI-H226	OVCAR-4
CO[C@@H]1[C@@H](OC)N(C(=O)c2ccccc2)C(=O)N1C(=O)c1ccccc1
  98	117	90	100	96	96	100	119	90
Cc1ccc2c(ccc3c[n+]4c5ccccc5ccc4n32)c1
  70	-43*	5.3*	10	48	0.4*	27	7.5*	-35*
N#Cc1ccc2c(c1)Oc1ccccc1C1=NCCN12
  103	110	nt	97	99	93	83	89	99
O=C(Nc1ccc([N+](=O)[O-])cc1)C(=O)Nc1ccc([N+](=O)[O-])cc1
  105	103	102	100	102	93	105	97	121
CCOS(=O)(=O)c1c(C(C)C)cc(C(C)C)cc1C(C)C
  103	103	98	98	91	108	94	100	120
COc1cccc(-c2nc3sccn3c2-c2ccnc(NCCCNS(=O)(=O)c3ccc(Cl)cc3)c2)c1
  27	51	41	54	91	75	42	42	43
Cc1nc(N)c(Br)c(C)c1Br
  113	105	106	104	103	102	108	101	101
C=CC(=O)Nc1ccc(Oc2nccc(Nc3nnc(-c4ccc(Br)cc4)s3)n2)cc1
  103	111	98	91	97	88	97	99	99
COc1cccc2ccc(CC(O)(c3ccccc3)c3ccccc3)nc12
  94	80	94	90	115	93	nt	71	51
COc1ccc(C(=O)/C(C)=N/O)cc1
  109	109	97	96	101	102	113	92	104
CC1=CN2C(=NC3=C(CCCC/C3=C\c3ccc(Br)cc3)C2c2ccc(Br)cc2)S1 (stereo not given)
  108	108	102	101	97	93	96	nt	91
CC1=NC2=NC(=O)/C(=C3/N=C(C)C=C(c4ccccc4)N3N)NN2C(c2ccccc2)=C1
  108	108	100	106	101	99	70	88	97
O=C(Nc1ccc(Nc2cc(-c3ccccc3)ncn2)cc1)Nc1cc(C(F)(F)F)ccc1F
  51	73	62	74	56	71	75	101	64
CC(C)CC(=O)Nc1ccc2ccccc2c1
  104	107	100	105	91	115	113	96	87
COc1ccc(-c2cc(-c3cccnc3)nc3sc(C#N)c(N)c23)cc1OC
  97	101	94	82	92	99	88	97	90
Cc1ccc2nc(-c3ccc(-c4nnc(SCC(=O)Nc5ccc(C(=O)/C=C/c6ccccc6)cc5)o4)cc3)[nH]c2c1
  103	117	98	99	104	105	94	108	108
N#CCCNC(=O)Nc1ccccc1
  110	81	113	115	105	108	113	109	92
COc1ccc2c(-c3nnc(N)o3)cc(=O)oc2c1
  104	106	102	79	104	102	109	105	94
C=CCn1c(SCC(=O)c2ccccc2)nnc1-c1cc(-c2ccc(S(N)(=O)=O)cc2)nc2ccccc12
  101	105	92	107	101	111	90	84	86
COc1cc(/C=N/O)ccc1O
  104	109	96	110	90	113	101	100	102
CCCCCCCCCCCCN(CCCCCCCCCCCC)CC(O)c1cc2c(c3ccccc13)CCCC2 (stereo not given)
  106	105	102	92	113	117	108	105	106
O=C(NN1C(=O)/C(=C/c2cccs2)SC1=S)c1cccnc1
  101	114	98	99	100	113	98	93	106
CC1=CC(O)C2CC1C2(C)C (stereo not given)
  109&108	113&110	108&102	110&112	110&104	104&94	99&101	98&98	108&100
CCOC(=O)c1ccc(NC(=O)N2CC(C)OC(C)C2)cc1 (stereo not given)
  100	109	97	92	94	99	74	98	97
Nc1nc(N)c(N=Nc2ccc(C(=O)O)cc2)c(N)n1
  101	130	91	100	101	111	100	108	105
COc1ccc(-c2nn(-c3cccc(NC(=O)Nc4ccc(Cl)c(C(F)(F)F)c4)c3)cc2-c2ccncc2)cc1Cl
  9.3*	-2.0*	21	9.5*	40	17	16	22	22
COc1ccc(OCC(=O)Nc2ccc(-c3nc4ccccc4s3)cc2C)cc1
  85	102	89	69	78	99	35	51	55
Cn1cnc2c(F)c(Nc3ccc(Br)cc3Cl)c(C(=O)NOCCO)cc21
  69	106	66	26	7.9*	52	25	55	65
C=C(c1ccccc1)[N+](=O)[O-]
  110	114	102	112	106	110	128	101	98
O=C(Cc1ccc(F)c(Cl)c1)Nc1cc(C2(C(F)(F)F)CC2)nn1CC(F)(F)F
  96	104	101	98	95	88	97	99	91
Cc1ccc(-c2nc(N3CCN(C(=O)Nc4ccccc4)CC3)c3ccccc3n2)cc1
  93	90	92	101	113	95	97	87	91
CCOC(=O)/C(F)=C/C1CC1C(c1ccccc1)c1ccccc1 (stereo not given)
  89	103	99	74	102	148	91	92	87
COc1cc(C(C)=O)cc(OC)c1OC
  100	113	94	103	98	107	109	90	107
CCOC(=O)C1=C(C)NC(=O)NC1c1cc(=O)oc2c1ccc1ccccc12 (stereo not given)
  96	110	98	94	102	105	104	94	107
Cc1nc(N=C(N)N)nc2ccccc12
  107	85	77	93	102	86	96	94	106
O=C(CNS(=O)(=O)Cc1ccccc1)NNc1ccccc1
  67	87	75	92	69	79	66	73	43

The list continues.
Results follow in this order: NCI/ADR-RES	OVCAR-3	SN12C	NCI-H23	OVCAR-5	SK-OV-3	IGROV1	NCI-H226	OVCAR-4
CN(C)c1ccc(C(=O)n2cc(-c3ccc(Cl)cc3)c(N)n2)cc1
  90	111	97	80	89	97	77	87	96
COc1ccc(-c2cnoc2-c2cc(OC)c3c(c2)OCCO3)cc1
  3.0*	-19*	9.4*	17	32	12	29	62	50
Cc1cc(O)c(C(C)C)cc1N=Cc1cc([N+](=O)[O-])ccc1O
  130	81	98	117	156	99	nt	97	89
Cc1cc(Cl)ccc1NC(=O)Nc1ccc(-c2ccc3c(c2)NC(=O)/C3=C\c2ccc[nH]2)cc1
  104	119	98	74	108	125	96	107	85
NC(=O)c1cn[nH]c1N
  112	107	107	110	107	107	132	109	103
C#CCN=C[C@]12CC[C@@H](C(=C)C)[C@@H]1[C@H]1CC[C@@H]3[C@@]4(C)CCC(=O)C(C)(C)[C@@H]4CC[C@@]3(C)[C@]1(C)CC2
  64	62	55	50	115	92	-11*	73	54
COc1ccccc1OCC(=O)Nc1cccc(-c2nnc(-c3ccccc3)o2)c1
  88	103	nt	89	89	98	103	105	95
COc1ccc(/C=C\C(=O)c2ccc(-c3ccccc3)cc2)cc1
  111	109	104	101	105	108	100	104	113
C#CCOc1ccccc1C(Nc1ccc(F)cc1C)c1nnnn1C1CCCCC1 (stereo not given)
  93	98	87	89	94	94	83	84	89
CN(c1ccccc1Cl)S(C)(=O)=O
  111	114	94	112	105	103	92	103	nt
COc1ccccc1NC(=S)/N=C/c1c(O)cc(C)oc1=O
  101	111	101	106	95	95	110	95	112
Nc1c(Cl)cc(S(N)(=O)=O)cc1S(N)(=O)=O
  98	110	103	96	96	105	116	98	98
COc1cccc(-n2cc(-c3nc4ccccc4c(=O)[nH]3)nn2)c1
  94	99	105	102	117	109	101	104	102
O=C(c1c[nH]c2ccccc12)c1n[nH]c(=S)n1-c1ccc(Cl)cc1
  103	99	113	94	122	89	76	90	103
CS(=O)(=O)c1ccc(-c2nc3ccccn3c2/C=N/Nc2nc(-c3ccc(Br)cc3)cs2)cc1
  107	139	103	nt	110	140	111	108	107
CC(=O)c1ccc(NC(=O)CNNc2nc3ccccc3c(=O)n2-c2ccccc2)cc1
  102	96	96	88	116	nt	98	nt	97
CCN1C/C(=N\S(=O)(=O)NC2CCCCC2)N(CC)C1=O
  106	124	99	110	103	117	99	105	106
CS(=O)(=O)c1ccc(-c2nn(-c3ccccc3)cc2/C=N/NC(=O)c2nc(N)n[nH]2)cc1
  99	97	95	96	95	112	91	101	103
Cc1ccc(C(=O)/C=C/c2nc(-c3ccc(Cl)cc3)oc2C)cc1
  96	99	95	93	106	89	88	89	76
CC(=O)c1ccc2c(c1)CCCC2
  97	115	103	97	95	102	nt	92	97
C[n+]1c2ccccc2nc2ccccc21
  8.6*	4.1*	-28*	-9.8*	42	52	11	42	22
COc1ccccc1NCc1ccc(CO)n1-c1ccc(O)cc1
  99	104	92	99	111	103	103	99	115
OCC[C@H]1C[C@H]1c1ccco1
  106	110	96	100	101	nt	106	103	104
N[C@@H](CO)C(=O)O
  95	98	101	91	104	111	110	98	109
CC1=NC2=NN3C=C(c4ccccc4)N(N)C3=NN2C(c2ccccc2)=C1
  103	112	101	101	108	110	87	94	108
COc1ccc(C(=O)CSc2nc3c([nH]2)c(=O)n(C)c(=O)n3C)cc1
  103	107	110	93	96	110	102	81	89
CCOC(=O)c1c(C)nc2c(c1N)CC(=O)N2Cc1cc(F)cc(Cl)c1
  81	94	93	82	98	115	102	89	68
Cc1ccc(S(=O)(=O)NCCC(O)CC(C)c2ccc3ccccc3c2)cc1 (stereo not given)
  101	103	90	nt	106	131	99	96	101
COc1cc(/C=N/NC(=O)C(=O)Nc2cccc(Cl)c2)cc(OC)c1O
  117	114	97	118	101	115	119	99	98
NC(=O)Cc1ccncc1
  107	115	101	101	106	98	104	92	113

4 of the compounds above, as a markdown table.
| smiles | NCI/ADR-RES | OVCAR-3 | SN12C | NCI-H23 | OVCAR-5 | SK-OV-3 | IGROV1 | NCI-H226 | OVCAR-4 |
| --- | --- | --- | --- | --- | --- | --- | --- | --- | --- |
| CS(=O)(=O)c1ccc(-c2nc3ccccn3c2/C=N/Nc2nc(-c3ccc(Br)cc3)cs2)cc1 | 107 | 139 | 103 | nt | 110 | 140 | 111 | 108 | 107 |
| CC(=O)c1ccc(NC(=O)CNNc2nc3ccccc3c(=O)n2-c2ccccc2)cc1 | 102 | 96 | 96 | 88 | 116 | nt | 98 | nt | 97 |
| CCN1C/C(=N\S(=O)(=O)NC2CCCCC2)N(CC)C1=O | 106 | 124 | 99 | 110 | 103 | 117 | 99 | 105 | 106 |
| CS(=O)(=O)c1ccc(-c2nn(-c3ccccc3)cc2/C=N/NC(=O)c2nc(N)n[nH]2)cc1 | 99 | 97 | 95 | 96 | 95 | 112 | 91 | 101 | 103 |

Screening results as filed in PubChem BioAssay.

This is a random part of the collection. About 9.4% of those tested had a hit in this group.
